PREPL inh – inhibitors of human prolyl oligopeptidase-like enzyme PREPL | Q4J6C6 | recombinant PREPL, fluorescence polarization activity-based probe | inhibition, % at 5.96 µM | 320,000 compounds, 0.68% hits | AID 2751; in the data active = inhibition above about 43%;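 note: 0% = enzyme with DMSO and 100% = wells lacking enzyme; many of its hits are not listed in these tables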
LYPLA1 counter – counter-screen for PME1 inhibitors: inhibitors of human LYPLA1; AID 2174; 320,000 compounds, 0.16% hits; inhibition, % at 5.9 µM; recombinant LYPLA1, FP-Rh probe fluorescence polarization; O75608;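 active = inhibition above the mean of all tested compounds plus 3 SD, set per campaign, cut at about 14% in these data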;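 note: inhibitors block serine hydrolase probe labeling of LYPLA1 so polarization falls; 0% = enzyme with DMSO and 100% = wells lacking LYPLA1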
Target sequence (O75608 whole entry, looked up): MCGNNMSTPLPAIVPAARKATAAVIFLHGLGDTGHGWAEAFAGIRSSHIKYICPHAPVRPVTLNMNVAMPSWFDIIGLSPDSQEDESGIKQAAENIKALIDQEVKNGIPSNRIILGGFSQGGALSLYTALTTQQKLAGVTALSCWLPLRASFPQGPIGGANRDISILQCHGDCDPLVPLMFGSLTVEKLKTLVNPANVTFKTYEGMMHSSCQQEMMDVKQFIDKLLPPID
pPAFAH inh – pPAFAH (human) enzyme inhibition. Q13093. recombinant pPAFAH, FP-rhodamine probe fluorescence polarization. inhibition, % at 3.39 µM. 330,000 compounds, 1.5% hits. AID 463082;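 active = inhibition above the mean inhibition across the screen plus 3 SD, cut at about 25% in these data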;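 note: inhibitors block binding of the rhodamine activity-based probe so polarization drops; 0% = enzyme with DMSO and 100% = wells lacking pPAFAH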
PAFAH1B3 FP inh – PAFAH1B3 (human) inhibition | AID 492972 | inhibition, % at 3.39 µM | 340,000 compounds, 0.28% hits | recombinant PAFAH1B3, FP-rhodamine probe, fluorescence polarization | Q15102;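 active = inhibition above the screen-wide average of all tested compounds plus 3 SD, cut at about 25% in these data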;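 note: 0% = enzyme with DMSO only and 100% = wells lacking PAFAH1B3 protein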
Target sequence (Q15102 whole entry, looked up): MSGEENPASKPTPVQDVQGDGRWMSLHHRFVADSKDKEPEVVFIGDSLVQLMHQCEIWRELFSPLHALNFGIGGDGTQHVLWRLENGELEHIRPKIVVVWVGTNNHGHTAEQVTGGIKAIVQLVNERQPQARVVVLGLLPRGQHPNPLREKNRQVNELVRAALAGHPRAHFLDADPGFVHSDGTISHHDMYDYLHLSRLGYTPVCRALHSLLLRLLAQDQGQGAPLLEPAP
LYPLA2 counter – counter-screen for PME1 inhibitors: inhibitors of human LYPLA2 | O95372 | recombinant LYPLA2, FP-Rh probe fluorescence polarization | inhibition, % at 5.9 µM | 320,000 compounds, 0.38% hits;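 active = inhibition above the screen-wide mean plus 3 SD, limit set per campaign, cut at about 26% in these data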;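 note: 0% = LYPLA2 with DMSO and 100% = wells lacking LYPLA2 enzyme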
GSTO1 inh – blocks human GSTO1 in RBBP9 counter-screen; inhibition, % at 5.96 µM; 300,000 compounds, 1.1% hits; recombinant GSTO1, activity-based probe fluorescence polarization; P78417;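 active = inhibition above the campaign mean inhibition plus 3 SD, cut at about 35% in these data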;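 note: 0% = GSTO1-1 with DMSO and 100% = wells lacking GSTO1-1 enzyme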
PAD4 FP inh – inhibitors of human PAD4. Q9UM07. AID 485272. inhibition, % at 6.36 µM. 330,000 compounds, 0.41% hits. recombinant PAD4, RCA probe fluorescence polarization;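 active = percent inhibition above a cutoff equal to the mean of all tested compounds plus 3 SD, cut at about 15% in these data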;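 note: 0% = PAD4 with RCA probe and DMSO and 100% = probe without PAD4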
PME-1 inh – blocks human protein phosphatase methylesterase 1. recombinant PME-1, FP-Rh probe fluorescence polarization. inhibition, % at 5.9 µM. 320,000 compounds, 0.53% hits. AID 2130;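 active = inhibition above the campaign mean of all compounds plus 3 SD, cut at about 26% in these data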;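 note: competitive labeling of PME-1 active site by serine hydrolase directed probe; 0% = PME-1 with DMSO and 100% = wells lacking PME-1 enzyme; inhibitors block probe labeling so polarization falls and inhibition rises; many of its hits are not listed in these tables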
Target sequence (Q9Y570 whole entry, looked up): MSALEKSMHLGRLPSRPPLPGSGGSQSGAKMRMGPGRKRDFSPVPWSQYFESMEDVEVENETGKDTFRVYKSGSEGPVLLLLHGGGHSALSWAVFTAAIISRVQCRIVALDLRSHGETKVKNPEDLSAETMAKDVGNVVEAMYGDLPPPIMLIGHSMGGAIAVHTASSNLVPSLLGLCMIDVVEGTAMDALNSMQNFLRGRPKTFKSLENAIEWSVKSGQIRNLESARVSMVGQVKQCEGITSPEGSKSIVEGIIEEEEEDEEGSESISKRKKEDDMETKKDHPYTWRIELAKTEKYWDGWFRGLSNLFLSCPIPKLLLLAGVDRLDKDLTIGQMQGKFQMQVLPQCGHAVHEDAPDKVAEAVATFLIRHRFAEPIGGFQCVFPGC
PAFAH1B2 inh – PAFAH1B2 (human) inhibition | P68402 | recombinant PAFAH1B2, FP-rhodamine activity probe, fluorescence polarization | inhibition, % at 3.39 µM | 340,000 compounds, 1.2% hits | AID 492953;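 active = inhibition above the mean of all tested compounds plus 3 SD, cut at about 24% in these data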;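 note: 0% = enzyme with DMSO and 100% = wells lacking PAFAH1B2; many of its hits are not listed in these tables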
Target sequence (P68402 whole entry, looked up): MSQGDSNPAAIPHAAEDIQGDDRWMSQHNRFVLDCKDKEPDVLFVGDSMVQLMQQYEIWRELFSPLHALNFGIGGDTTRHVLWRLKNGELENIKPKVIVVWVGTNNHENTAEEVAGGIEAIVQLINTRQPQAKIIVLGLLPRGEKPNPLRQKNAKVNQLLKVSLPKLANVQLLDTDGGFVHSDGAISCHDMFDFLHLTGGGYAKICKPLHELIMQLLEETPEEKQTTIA
Numbers without * were called inactive; x = no result given; & = joins results of further samples; ! = a repeat was not active.

SMILES	PREPL inh	LYPLA1 counter	pPAFAH inh	PAFAH1B3 FP inh	LYPLA2 counter	GSTO1 inh	PAD4 FP inh	PME-1 inh	PAFAH1B2 inh
CCC(C)[C@H]1COCCS(=O)(=O)N1Cc1ccc(C)cc1 (some centres undefined)	13	1	-3	7	-5	0	-4	2	7
Cc1cc(C)nc(N2CCCC(C(=O)NC3CCCC3)C2)n1 (centres undefined)	6	3	8	-4	5	-6	0	-2	4
CCOC(=O)c1[nH]c(C)c(C(=O)N2CCN(c3cccc(Cl)c3)CC2)c1C	8	1	0	5	6	-13	-6	3	4
CC(C)C(=O)Nc1sc2c(c1-c1nc3ccccc3[nH]1)CCCC2	11	-8	-11	5	-4	-6	-9	-4	1
COc1ccc(CNC(=O)Cn2ncn3cccc3c2=O)cc1	-13	-1	-2	x	-2	2	1	-8	x
COc1cc(C(=O)NCC(=O)N/N=C/c2ccc(-c3ccc([N+](=O)[O-])cc3)o2)cc(OC)c1OC	8	-5	10	-1	1	5	6	1	3
CC(C)(C)CC(C)(C)c1ccc(OCCOCC[N+](C)(C)Cc2ccccc2)cc1	25	3	26*	-9	3	5	2	7	21
CCOc1ccc(NC(=O)CSc2nnc(COc3c(C)cccc3C)o2)cc1	5	1	2	9	-4	5	2	2	8
Cc1c(O)ccc2c(CN3CCOCC3)cc(=O)oc12	10	4	4	4	-5	5	3	0	-1
CS(=O)(=O)Nc1cccc(-c2cnc3ccccc3n2)c1	-35	0	5	2	3	-5	-2	3	2
COc1ccc(CC(C#N)(CO)c2nc3ccccc3[nH]2)cc1 (centres undefined)	1	0	-3	3	-5	-1	4	-28	-1
O=C(NC1CCCC1)C(c1ccc(Cl)cc1)N1CCN(C2CCCCC2)CC1 (centres undefined)	-17	-2	2	0	-2	3	4	0	-2
CC(C)C[C@H](NC(=O)c1ccc(OC2CCN(C(=O)C3CC3)CC2)cc1)C(N)=O	-10	-4	3	10	-5	4	5	-3	4
CCN(CC)S(=O)(=O)c1ccc(C(=O)N(c2ccccc2)C2C=CS(=O)(=O)C2)cc1 (centres undefined)	7	1	4	4	7	-7	-1	3	-2
CSCC[C@H](NS(=O)(=O)c1ccc(C)cc1)C(=O)N1CCC(C(=O)N[C@@H](Cc2ccc(O)cc2)C(=O)O)CC1	3	4	6	13	1	7	-4	0	3
CCOC(=O)c1ccc(NC(=O)N2CCN(c3cccc(OC)c3)CC2)cc1	3	-2	1	14	-3	12	0	-7	4
CCCOc1ccccc1/C=C(\C#N)C(=O)Nc1cccc(C)n1	21	0	3	9	0	7	-1	-2	2
Cc1ccc(S(=O)(=O)NC(=O)Nc2c(C)n(C)n(-c3ccccc3)c2=O)cc1	6	-2	0	-6	1	1	3	-2	-3
CC(=O)c1ccc2noc(-c3cccc(C)c3)c2c1	13	-3	-2	3	-8	-5	-6	-9	2
Cc1cccc(Nc2nc(-c3ccccn3)cs2)n1	29	5	6	7	8	10	4	8	4
Cn1nc(-c2ccccc2)cc1NC(=O)c1ccccc1	9	-1	-5	7	4	-8	-1	3	-1
CCc1cc(=O)oc2cc(C)cc(OC(C)C(=O)O)c12 (centres undefined)	-23	1	-9	5	1	0	5	-2	5
CC(=O)c1ccc(S(=O)(=O)N2CCN(C(=O)c3ccc(-n4nc(C)c(Cl)c4C)cc3)CC2)cc1	7	-3	-2	2	-9	x	-1	2	-7
CC/C(=N/Nc1ccccc1Cl)c1cnnc(-c2ccccc2)n1	-14	-6	2	2	-11	-4	-3	-10	2
O=C(CSc1nnc(-c2cccnc2)o1)NNC(=O)c1ccc(Br)cc1	6	0	-6	2	4	6	0	-2	7

Whole records as entered above. Order of values: PREPL inh | LYPLA1 counter | pPAFAH inh | PAFAH1B3 FP inh | LYPLA2 counter | GSTO1 inh | PAD4 FP inh | PME-1 inh | PAFAH1B2 inh
Profile of Cc1c(O)ccc2c(CN3CCOCC3)cc(=O)oc12 → 10 | 4 | 4 | 4 | -5 | 5 | 3 | 0 | -1
Profile of CCOc1ccc(NC(=O)CSc2nnc(COc3c(C)cccc3C)o2)cc1 → 5 | 1 | 2 | 9 | -4 | 5 | 2 | 2 | 8

(listing goes on)
SMILES	PREPL inh	LYPLA1 counter	pPAFAH inh	PAFAH1B3 FP inh	LYPLA2 counter	GSTO1 inh	PAD4 FP inh	PME-1 inh	PAFAH1B2 inh
Cc1cc2ncn(CCOc3ccccc3)c2cc1C	11	2	8	3	1	-1	0	-2	5
CC1Cc2cc(/C(O)=C3/C(=O)C(=O)N(CCN4CCOCC4)C3c3ccc([N+](=O)[O-])cc3)ccc2O1 (centres undefined)	2	-3	7	4	-2	-1	-5	4	2
CCOC(=O)C1=C(C)N(C)C(=O)NC1c1cccc(O)c1 (centres undefined)	19	-3	1	5	10	1	3	1	-2
Cc1cc(C)c2c(=O)[nH]n(C3CCOC(C)(C)C3)c2n1 (centres undefined)	0	-1	5	-1	1	1	4	0	-4
CCNC(=S)N1CCc2ccccc2C1	-8	1	1	x	2	3	-5	4	x
COc1cccc(Cn2c(=S)[nH]c3ccc(N4CCOCC4)cc3c2=O)c1	16	3	20	-7	-4	28	-3	7	-2
c1ccc(CN2CCN(c3nc(NCc4ccco4)c4ccccc4n3)CC2)cc1	14	-2	-2	-1	0	8	0	4	2
Cc1nc2ccc(N=NC3=C(O)CCCC3=O)cc2s1	6	-1	0	3	-4	9	0	4	4
Cc1nn(C)c2ncc(C(N)=O)c(Oc3cccnc3)c12	7	-3	-1	-1	-10	3	2	1	4
O=C(Cc1cc(=O)[nH][nH]1)N/N=C/C=C/c1ccccc1	16&13	-3&-2	17&18	1	-2&8	36*!	-3&-8	-2&5	7
Cc1cc(-c2ccc(Cl)cc2)c(C#N)c(N)n1	-7	6	4	6	6	0	0	2	0
COc1ccc(CCNC(=O)CSc2ccc(-c3cccs3)nn2)cc1OC	17	-2	2	-1	4	6	0	-1	1
COc1ccc(-c2cn3cc(C)ccc3n2)cc1F	-6	-6	-3	8	-3	0	-3	0	-4
CC(C)CCOC(=O)C(C)Sc1n[nH]c(=O)[nH]c1=O (centres undefined)	-3	7	3	0	10	5	1	6	8
COCCNC(=O)c1csc(Nc2cccc3ccccc23)n1	13	3	9	-1	-2	6	-2	4	6
CCc1ccc(-c2ccc(SCC(=O)NCC3CCCO3)nn2)cc1 (centres undefined)	23	0	3	0	-3	-8	1	1	-1
CCOc1c(Cl)cc(C2NC(=O)NC(C)=C2C(=O)NCc2ccccc2)cc1OC (centres undefined)	1	0	3	4	1	-10	1	0	3
CCc1c(C)nc2ncnn2c1N1CCC(C(=O)Nc2ccc(C)cc2)CC1	35	1	-3	1	5	6	-2	-3	2
CN(/C(=N\S(=O)(=O)c1ccccc1)c1ccccc1)c1ccc(O)cc1	5	2	4	11	-2	3	-2	7	7
CCCOc1ccc(N2C(=O)CC(N3CCC(C(=O)OCC)CC3)C2=O)cc1 (centres undefined)	-10	-1	7	6	-4	-1	-3	-2	-5
O=C1N/C(=C\c2ccsc2)C(=O)N1Cc1ccc(F)cc1	-15	5	2	0	-2	-5	1	-5	1
COc1ccc(C(CNC(=O)C(CCSC)NC(=O)c2ccccc2Cl)N2CCOCC2)cc1 (centres undefined)	-7	1	-2	10	-1	2	-2	-3	3
Cc1cccc(NC(=O)CCS(=O)(=O)c2ccc3c(c2)NC(=O)CS3)n1	10	0	4	0	-2	0	0	8	6
CC(C)=CCC/C(C)=C/CC/C(C)=C/CC/C(C)=C/CC1=C(C)C(=O)c2ccccc2C1=O	-6	-1	5	1	7	-2	-4	3	3
CN(CC(=O)NCCc1ccc(S(N)(=O)=O)cc1)CC(=O)Nc1ccc(F)c(F)c1F	-3	x	4	7	x	x	-3	x	5

Continued.
SMILES	PREPL inh	LYPLA1 counter	pPAFAH inh	PAFAH1B3 FP inh	LYPLA2 counter	GSTO1 inh	PAD4 FP inh	PME-1 inh	PAFAH1B2 inh
CCCOc1ccc(C(=O)NNC(=O)CCNC(=O)c2ccccc2Cl)cc1OC	20	5	2	3	7	4	1	0	3
O=C1C2C3C=CC(C3)C2C(=O)N1c1ccc(Cc2ccncc2)cc1 (centres undefined)	6	1	2	11	6	2	3	-3	7
COc1cccc(N2CC(C(=O)Nc3nnc(SCC(=O)N4CCOCC4)s3)CC2=O)c1 (centres undefined)	-1	-2	4	4	6	2	0	5	3
Cc1cc(NC(=O)COC(=O)c2ccc(NS(=O)(=O)c3ccc(C)c(C)c3)cc2)no1	8	-1	-2	-1	5	11	1	5	1
O=C(c1nc2nc(-c3cccs3)cc(C(F)(F)F)n2n1)N1CCN(Cc2ccccc2)CC1	17	2	2	-2	10	-5	-1	-3	-3
COc1ccc2[nH]c3c(NCCN(C(C)C)C(C)C)ncnc3c2c1	21	3	-3	12	-4	-1	1	0	-4
COc1ccccc1N1CCN(CC(O)c2c(C)[nH]c3ccccc23)CC1 (centres undefined)	6	2	2	2	1	16	-6	-5	1
CCOC(=O)c1c(NC(=O)COc2cccc3c2CCN(C)C3=O)sc2c1CCC2	13	-1	8	1	-4	5	-4	-6	-1
CCOC(=O)N1CCN(C(=O)COC(=O)c2cccc(C)c2[N+](=O)[O-])CC1	5	-1	-4	-5	12	x	1	-4	-5
C=C(C)C(=O)Nc1cccc(C2=NOC3(C2)C[C@H](C(N)=O)N(C(=O)/C=C/C)C3)c1 (some centres undefined)	0	1	0	-4	0	5	-5	-2	-4
C#CCOC(=O)C[N+](C)(C)C/C=C/c1ccccc1	-20	-3	-1	7	-5	7	-15	1	-4
Cc1[nH]c2ccccc2c1C(=O)CSc1nc2ccccc2c(=O)n1-c1ccccc1F	5	1	-9	x	-2	-8	-6	-7	x
Cc1cnc(C(=O)OCC(=O)N2C(C)CCCC2C)cn1 (centres undefined)	8	x	2	-1	x	x	-1	x	1
CCOC(=O)CSc1nc2cccnc2n1C	-1	-3	-9	0	-3	2	-1	0	0
Cn1c(=O)c2c(ncn2CC(O)CNc2ccc(Br)cc2)n(C)c1=O (centres undefined)	16	3	-1	-2	2	2	2	0	6
Cc1ccc(/C=N/NC(=O)c2cccc(NC(=O)c3ccccc3C)c2)o1	5	-9	1	4	-13	4	-8	-8	0
CC1(C)CC2CC(C)(CN2/C=C2/CCCCC2=O)C1 (centres undefined)	-8	1	1	-7	3	20	-1	-9	3
Cc1nn(-c2ccc(F)cc2)c(-n2cccc2)c1C(=O)N1CCN(C(=O)c2ccco2)CC1	16	3	0	10	13	2	2	-1	3
O=C(O)CCn1cc(/C=C2\SC(=S)NC2=O)c(-c2ccccc2)n1	16	-5	-4	x	-2	-17	-7	-11	x
CC1CN(C)C(c2ccccc2)C(C)C12NC(=O)NC2=O (centres undefined)	7	1	3	1	9	0	1	0	7
Cc1cc(C(C)(C)C)cc(C)c1CC1=NCCN1	-11	5	-8	8	5	-2	-5	-3	-7
O=CNC1CCCc2c1[nH]c1ccc(Cl)cc21 (centres undefined)	17	-2	-1	10	2	10	-5	17	6
O=C(Nn1cc(C(=O)Nc2ccc(F)cc2F)c2ccccc2c1=O)c1cnccn1	-15	-1	2	3	-5	9	3	-2	4
Cc1ccc(NC(=O)COC(=O)[C@H](C)NC(N)=O)c(C)c1	8	0	3	0	-1	5	-3	-1	2
CC1(C(=O)OCC(=O)Nc2ccccc2Cl)CC1(Cl)Cl (centres undefined)	-5	6	6	8	9	2	0	6	1
CCOC(=O)C1=CN(Cc2cccc(F)c2)S(=O)(=O)N(CC)C1c1ccc(F)c(Cl)c1 (centres undefined)	x	x	-6	0	x	x	0	x	4
COC(=O)c1ccc(Cn2nc(C)c(Br)c2C)cc1	12	0	2	8	7	-3	-1	3	6

Screening data: PubChem BioAssay, The Scripps Research Institute Molecular Screening Center

These rows are one share of the data. The share of hits here may be higher or lower than overall.
